Compound activity deposited in PubChem by several laboratories.
PRMT1 FP inh: PRMT1 (human) inhibition, primary screen. Q99873. recombinant PRMT1, activity-based probe fluorescence polarization. inhibition, % at 2.79 µM. hit rate 1.3% among 370,000. AID 652257;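 active = inhibition above about 21% made by adding two undisclosed values, limit read from the data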
HTRA1 inh: blocks human HTRA1 serine peptidase; hit rate 0.5% among 340,000; AID 504803; inhibition, % at 5.96 µM; recombinant HTRA1, FP-rhodamine activity-based probe, fluorescence polarization; in the data active = inhibition above about 36%;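 note: 0% = enzyme with DMSO and 100% = wells lacking enzyme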
PG9 Ab binder: binds the HIV-1 gp120 antibody PG9; hit rate 0.43% among 360,000; inhibition, % at 6.7 µM; TR-FRET gp120-PG9 antibody binding; in the data active = inhibition above about 8.5%
NR1D1 modulator: modulates human Rev-erb alpha binding to DNA. Rev-erbα–FITC-DNA binding, fluorescence polarization, 90 min. hit rate 0.79% among 370,000. activity, % at 10 µM. P20393;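 active = activity above about 14%, limit read from the data; passing the limit was not always enough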;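 note: 0% = DMSO wells with 35 nM protein and 100% = DMSO wells with 750 nM protein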
rCAG binder: r(CAG) repeat RNA binding. inhibition, % at 3 µM. hit rate 1.3% among 370,000. TO-PRO-1 dye displacement fluorescence. AID 651821;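 active = inhibition above the plate cutoff, the mean of all test compounds on that plate plus 3 SD, cut at about 35% in these data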;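 note: 0% = DMSO alone and 100% = 100 µM mitoxantrone as full dye displacement; higher means more dye released from RNA so lower well fluorescence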
mABHD4 FP: inhibitors of mouse ABHD4; Q8VD66; purified mABHD4, FP-Rh probe fluorescence polarization; inhibition, % at 8.92 µM; hit rate 0.54% among 370,000;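 active = inhibition exceeding the mean over every tested compound plus 3 SD, cut at about 30% in these data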;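 note: 0% = plate median of compound wells and 100% = S159A mutant with DMSO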
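Assay system: wild-type mouse ABHD4 protein; compound: single nominal dose of 8.92 µM, 0.89% DMSO final; schedule: 45 min + 60 min at 25 °C; measured by: FP readout, ex 525 nm / em 598 nm; evaluation: % inhibition of FP-Rh probe binding versus controls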
MBD2 DNA inh: blocks human MBD2 binding to methylated DNA; Q9UBB5; TR-FRET, MBD2 binding to methylated oligonucleotide; inhibition, % at 4.4 µM; hit rate 0.31% among 370,000; in the data active = inhibition above about 13%
LEDGF integ inh: blocks HIV-1 LEDGF/p75-dependent DNA integration; TR-FRET IN-LEDGF/p75 DNA integration, Eu/Cy5; inhibition, % at 3.7 µM; hit rate 0.64% among 370,000; AID 743269;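 active = inhibition above the screen-wide mean plus 3 SD, cut at about 13% in these data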;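 note: signal is the Cy5 over europium emission ratio at 671 and 618 nm; 0% = plate median of compound wells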
TCR CD3 inh: blocks the human TCR-CD3 interaction; inhibition, % at 9.4 µM; TAMRA-labeled TCR probe fluorescence, biochemical; hit rate 0.37% among 360,000; in the data active = inhibition above about 19%;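 note: recombinant mutant TCR 2C K166C tagged with TAMRA read by polarization; 0% = receptor in buffer alone and 100% = receptor with positive control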
UHRF1 binding: human UHRF1 methylated DNA binding inhibitors. Q96T88. UHRF1 binding to methylated oligo, TR-FRET. inhibition, % at 4.4 µM. hit rate 0.75% among 370,000; in the data active = inhibition above about 21%;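 note: UHRF1 SRA domain binding a hemimethylated CpG hairpin DNA probe; 0% = median of test compound wells and 100% = reference inhibitor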
Target sequence (Q96T88 whole entry, looked up, the tested form may be a part): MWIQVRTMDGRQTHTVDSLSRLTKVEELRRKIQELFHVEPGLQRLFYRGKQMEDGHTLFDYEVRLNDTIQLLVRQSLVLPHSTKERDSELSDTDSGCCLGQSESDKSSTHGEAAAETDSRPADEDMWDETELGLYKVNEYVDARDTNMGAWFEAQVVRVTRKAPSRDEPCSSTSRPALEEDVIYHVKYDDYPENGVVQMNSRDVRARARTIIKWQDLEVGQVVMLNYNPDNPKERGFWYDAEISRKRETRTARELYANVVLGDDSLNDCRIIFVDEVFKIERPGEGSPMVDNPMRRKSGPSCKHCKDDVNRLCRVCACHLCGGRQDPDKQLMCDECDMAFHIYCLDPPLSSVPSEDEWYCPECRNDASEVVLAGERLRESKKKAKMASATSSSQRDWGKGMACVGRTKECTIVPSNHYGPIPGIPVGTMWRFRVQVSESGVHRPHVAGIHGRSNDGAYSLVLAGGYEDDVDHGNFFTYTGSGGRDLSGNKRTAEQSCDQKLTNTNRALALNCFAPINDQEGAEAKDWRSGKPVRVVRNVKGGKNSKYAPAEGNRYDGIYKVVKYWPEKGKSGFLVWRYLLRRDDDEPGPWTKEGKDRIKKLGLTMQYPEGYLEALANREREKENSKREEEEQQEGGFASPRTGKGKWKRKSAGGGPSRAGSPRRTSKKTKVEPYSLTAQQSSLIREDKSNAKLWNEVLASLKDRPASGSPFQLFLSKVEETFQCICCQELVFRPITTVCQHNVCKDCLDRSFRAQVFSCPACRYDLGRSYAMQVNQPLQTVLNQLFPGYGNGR
Starred values were filed as active, the others as inactive; x = no result given. An excerpt. The share of hits here may be higher or lower than overall.

Values in the order – LEDGF integ inh, PRMT1 FP inh, HTRA1 inh, UHRF1 binding, PG9 Ab binder, NR1D1 modulator, TCR CD3 inh, mABHD4 FP, MBD2 DNA inh, rCAG binder
CC(C)c1ccc(NC(=S)NN2CCOCC2)cc1
    3, 2, 2, 3, -1.5, 2, -4, -5, 7, 2
O=C1[C@@H](c2ccccc2)[C@@H](c2ccccc2)N1c1cccnc1
    -6, 0, 4, -2, 0.1, 3, -9, -5, -4, 3
O=C(CCCC(=O)N1CCc2ccccc21)N1CCc2ccccc21
    -2, 5, 3, 9, 2.0, 2, 1, -18, 9, 4
O=C(CN1C(=O)NC2(CCOc3ccccc32)C1=O)N1CCCCC1 (stereo unspecified)
    4, 1, -2, 1, -2.5, 4, 4, -2, -2, 0
COc1cc2c(cc1OC)CN(C(=O)c1ccc(N3CCCC3)c([N+](=O)[O-])c1)CC2
    1, -2, -4, -6, -0.8, 7, 4, 10, -6, -4
Cc1cc2nc(CCN(C(=S)NCC3CCCO3)C3CCCC3)[nH]c2cc1C (stereo unspecified)
    0, 1, -6, 2, -0.7, 11, -3, 10, 2, -2
O=C(C=Cc1ccccc1)N1CCCCC1
    -1, 0, 2, -1, -0.4, -2, 6, 1, 2, 2
CC(=O)C12CCCCC1CC1C3CC(C)C4(O)CC(=O)CCC4(C)C3CCC12C (stereo unspecified)
    -2, -1, -9, 1, -0.4, -1, -3, 0, 7, -5
Cc1ccc2cc(/C=N/NC(=O)c3ccc(F)cc3)c(Cl)nc2c1
    -7, 6, 5, -2, 0.2, -2, -4, -2, -2, -2
COCCNC(=O)c1ccccc1N(Cc1ccccc1)S(=O)(=O)c1ccccc1
    0, -3, x, 2, -0.3, 0, 6, -4, -2, -5
COc1cccc2c(=O)ccoc12
    2, 0, -1, -2, 2.2, 1, 4, -4, -7, 3
CSCc1cc(N2CCOCC2)nc(SCc2ccc(Cl)c(Cl)c2)n1
    2, -1, -33, 3, 0.9, 7, 0, 0, 0, 2
CC(CCc1ccccc1)NC(=O)c1ccc(NC(=O)c2ccc(Cl)cc2Cl)cc1 (stereo unspecified)
    5, -1, -6, 0, -0.1, 1, 2, -6, -1, -1
O=C(COC(=O)CCOc1ccccc1)NCCc1ccccc1
    1, 2, 2, -1, -1.0, 3, -3, 4, 1, -4
Cc1nc(SCC(=O)Nc2nc3ccccc3s2)c(C#N)c(C)c1C
    -6, 3, -1, 0, -1.8, 1, 0, 0, 1, 3
OCCCn1c(-c2ccccc2)n[nH]c1=S
    -1, 2, 2, 0, 1.2, -5, -15, -22, 6, -1
O=C(Nc1sc2c(c1C(=O)NCC(O)CO)CCCC2)c1ccccc1 (stereo unspecified)
    -5, 2, 0, 0, 0.6, -1, -6, -3, 1, -1
COCCN(C(=O)C(=O)NC1CCCC1)C(C(=O)NC1CCCC1)c1ccccc1F (stereo unspecified)
    6, -4, -1, 1, -0.9, -2, 9, -7, -1, -9
Cc1ccc2c(c1)sc(C)[n+]2CCCS(=O)(=O)[O-]
    -4, 62*, 0, 2, -2.2, -1, 9, -5, 2, 11
N#CCC(=O)N/N=C/c1ccc(OCC(=O)Nc2ccc(F)cc2)cc1
    5, 1, -13, -5, -5.0, 0, 2, -10, -2, 10
COc1ccc(C(C#N)=Cc2ccc(N(C)CCC#N)cc2)cc1
    0, -1, -15, -1, 1.2, 10, 4, 0, 0, 3
Cc1cc(=O)oc2cc(OCC(=O)OCC(=O)Nc3ccccc3C(C)C)ccc12
    1, -2, 2, -2, -2.6, -6, 3, -4, 6, -3
Cc1ccccc1CN1C(=O)CN(S(C)(=O)=O)CC1(C)C(=O)NCc1ccccc1 (stereo unspecified)
    3, -1, x, 2, -0.8, -4, 7, 3, -2, 1
CCOC(=O)N1CCN(C(=O)COc2ccc3c(c2)C(=O)CC2(CCN(C(C)=O)CC2)O3)CC1
    1, -1, 6, -2, 1.5, -4, 7, -8, 3, -8
CCOC(=O)[C@@]12CCCC3=C1N(CCC3)C(=O)[C@H]2CC(=O)NCc1cccc2ccccc12
    0, -3, x, -2, x, -1, x, 0, -9, 2
O=C(CNC(=O)c1cccc(F)c1)OCc1cc(=O)n2cc(Br)ccc2n1
    0, -1, 1, -1, 0.5, -1, 1, 3, 1, -2
N#Cc1ccccc1OCC(=O)NNC(=O)c1ccncc1
    4, -2, -3, 2, -1.3, -2, -4, 1, -6, 4
COCC(=O)N(C[C@H]1[C@H](c2ccccc2)[C@@H](CO)N1C(=O)NC(C)C)C(C)C
    2, 3, x, -1, x, -2, x, 3, 1, -1
OC1CCCN(CC(O)COc2ccc(-c3ccccc3)cc2)C1 (stereo unspecified)
    -2, 4, 8, 3, 0.3, 0, 0, 5, -3, 1
COc1ccccc1N1CCN(S(=O)(=O)c2cc(Br)cnc2N)CC1
    0, 1, -3, 1, 0.0, 4, -3, -2, 1, -3
CN(C)C(=O)CCc1ccc2c3c([nH]c2c1)[C@]1(CCC2CCCC2)[C@@H](C(=O)N2CCOCC2)C[C@H](CC(=O)NCC24CC5CC(CC(C5)C2)C4)C(=O)N1CC3
    -1, -1, 1, -2, -1.6, 2, -4, 2, -1, 5
COc1cccc(-c2nc(-c3ccccc3)nc(N3CCN(C)CC3)c2C#N)c1
    2, -4, -66, -1, -0.5, 1, 0, 10, -5, -3
CC(C)COP(=O)(c1ccc(N(C)C)cc1)C(O)c1ccccc1 (stereo unspecified)
    -2, 2, -7, 0, 1.6, 5, 10, -5, -2, -8
COc1ccc(C2C(C#N)=C(N)Oc3cc(C)n(Cc4ccncc4)c(=O)c32)cc1 (stereo unspecified)
    4, -1, 0, -4, 1.6, 2, 1, 2, -2, 3
CCOCCCNC(=S)Nc1ccc2nc(N3CCCC3)cc(C)c2c1
    0, -2, 13, -1, -3.0, 0, -5, 17, -7, 15
O=C(NCCCNC(=O)c1ccccn1)c1ccccn1
    -2, 2, -4, 10, -1.7, -3, -2, 0, 1, -2
FC(F)(F)c1cccc(N2CCc3cn[nH]c32)c1
    -6, -1, 2, 4, -1.1, 3, -5, 4, -4, 1
O=C(CNc1cc([N+](=O)[O-])ccc1NCCO)Nc1cccc(S(=O)(=O)N2CCCCC2)c1
    -2, 7, 3, 5, -0.9, 3, -2, 11, -5, 12
O=C1N/C(=N/S(=O)(=O)Cc2ccccc2)S/C1=C/c1ccc2c(c1)OCO2
    1, -1, -21, -2, -1.6, 2, 1, -17, -5, 66*
O=C(O)C(CO)(c1ccccc1)c1ccccc1
    -2, 2, -5, -3, -2.0, -6, 2, 0, -1, -2

Some entries already given, reduced to UHRF1 binding, PG9 Ab binder and HTRA1 inh:
Molecule | UHRF1 binding | PG9 Ab binder | HTRA1 inh
O=C1[C@@H](c2ccccc2)[C@@H](c2ccccc2)N1c1cccnc1 | -2 | 0.1 | 4
O=C(CCCC(=O)N1CCc2ccccc21)N1CCc2ccccc21 | 9 | 2.0 | 3

(cont.)
Values in the order – LEDGF integ inh, PRMT1 FP inh, HTRA1 inh, UHRF1 binding, PG9 Ab binder, NR1D1 modulator, TCR CD3 inh, mABHD4 FP, MBD2 DNA inh, rCAG binder
C/C(=N/NC(=O)c1cc(-c2cccc([N+](=O)[O-])c2)n[nH]1)c1cccc(O)c1
    7, -8, -3, 0, -0.4, 2, 3, -7, 0, 13
C[C@@H]1NC(=O)N(c2ccc(F)cc2)C1=O
    4, -3, -3, 1, 1.3, 3, -8, -8, -1, -1
CCc1nc2ccc(C(=O)Nc3ccc(C(N)=O)cc3)cn2c1N(CCC(C)C)CCN(C)C
    -2, -4, x, -3, 0.3, -3, 0, -3, -1, 0
CC(C)Oc1cccc(C2NC(=O)c3ccccc3O2)c1 (stereo unspecified)
    -3, -6, -15, -2, -2.5, -4, 0, -3, 1, -16
O=C(Nc1ccccc1[N+](=O)[O-])c1cc(S(=O)(=O)Nc2ccccn2)ccc1Cl
    1, 0, 2, 2, -1.4, 0, 3, -6, 3, 6
Cc1ccc(C2c3[nH]c4ccccc4c3C[C@H]3C(=O)N(c4ccccc4C(=O)N4CCC[C@H]4C(=O)O)C(=O)N23)cc1 (stereo partly specified)
    2, -6, -10, -2, -0.9, 10, 4, -1, -6, 39*
Cc1ccc(N(C)S(=O)(=O)c2cccc(C(=O)NCC(c3ccco3)N3CCCC3)c2)cc1 (stereo unspecified)
    2, -6, -6, 1, -0.1, 0, 0, 4, -4, 2
Brc1cccc(C=Nc2cccc3ncccc23)c1
    4, 0, 10, -7, -1.3, 3, 2, -1, -5, 1
CS(=O)CCC(NS(=O)(=O)c1ccccc1)C(=O)O (stereo unspecified)
    0, 4, -2, 2, -1.1, -1, 1, 1, -2, 1
CCCNC(=O)c1ccccc1NC(=O)c1cccc(-n2cnnn2)c1
    -4, 1, -4, 4, 2.1, 1, -2, -6, 0, 5
CSc1ncc(Cl)c(C(=O)Nc2cccnc2)n1
    -3, 2, 4, -3, -0.6, -2, 9, 2, -5, 0
O=C1Nc2ccccc2OC1CC(=O)N1CCN(c2cccc(C(F)(F)F)c2)CC1 (stereo unspecified)
    5, 4, -17, 7, -3.1, 11, 9, -14, 3, 1
Cc1nnc(NC(=O)CSc2nnc(Cc3cccn3C)n2CCc2ccccc2)s1
    0, 4, -5, 1, 0.8, 5, -14, -3, 6, 0
OCCOCCn1c(C2CCCN2c2nc(-c3ccc(F)cc3)cs2)nc2cc(C(F)(F)F)ccc21 (stereo unspecified)
    2, 7, -9, 7, -0.4, 2, -2, -16, 0, 11
CC(C)c1ccc(NC(=O)CC2Oc3ccccc3NC2=O)cc1 (stereo unspecified)
    3, 8, -11, 1, 0.2, 2, 1, 4, -3, -3
O=C(C1CCCN(c2nnc(-n3cccc3)s2)C1)N1CCN(c2ccccc2)CC1 (stereo unspecified)
    -3, 3, -3, 15, -2.0, 3, 2, 6, -2, 2
COc1cc2nc(C3CCC3)n(N)c(=O)c2cc1OC
    4, 0, 3, 1, -2.5, 8, 10, -4, -7, -4
CC(C)c1ccc2nc(NC(=O)C3CC3)sc2c1
    -4, -3, -17, 2, -1.9, 5, -1, -2, 1, 1
CCOC(=O)CNC(=O)CSc1nc2c(C)cccc2cc1CC
    -1, -1, x, 2, 4.6, -2, 1, -2, 0, -5
CCOC(=O)C1(C)NC(c2ccc(OC)cc2OC)C2C(=O)N(CC)C(=O)C21 (stereo unspecified)
    -3, 1, -6, 0, 1.5, -8, 0, 3, -3, -1
COc1ccc(NC(=O)c2oc3ccccc3c2CSC)cc1S(=O)(=O)N1CCOCC1
    1, 4, 5, 2, 1.1, 7, 3, 2, -1, 3
CCOP(=O)(OCC)c1cccc(P(=O)(c2ccccc2)c2ccccc2)c1O
    6, -1, 1, -3, 0.5, 6, -7, 1, 4, -4
O=C(NCc1ccccn1)Nc1ccccc1Cl
    2, -2, -2, 3, -2.2, 0, -11, 6, 1, -3
Cc1cc(S(=O)(=O)NCCc2ccncc2)cc(C)c1F
    -1, 0, -4, 0, -1.4, -6, 4, -3, 2, -3
CC(C)n1nnnc1SCC(=O)Nc1ccc2c(c1)OCO2
    0, -2, 9, -4, 1.9, 2, 6, -1, 2, -1
CCc1ccc(C(=O)CC2(O)C(=O)N(CN3CCOCC3)c3ccccc32)cc1 (stereo unspecified)
    2, 0, -4, -3, -1.9, 2, 4, -14, -4, -3
O=[N+]([O-])c1cc([N+](=O)[O-])c(Oc2c(F)cccc2F)cc1NN1CCCCC1
    1, -3, 3, 1, 0.7, 6, -1, 0, -3, 1
COc1ccc(S(=O)(=O)Cc2ccc(C(=O)N3CCCC3)o2)cc1
    -2, 1, -3, 2, -0.4, -10, -1, 6, -3, 3
